Screens (PubChem BioAssay)
Sm TGR inh = qHTS Assay for the Inhibitors of Schistosoma Mansoni Peroxiredoxins; Schistosoma mansoni thioredoxin glutathione reductase (TGR), Q962Y6; purified TGR, DTNB reduction, TNB absorbance 405 nm; Potency, µM (doses to about 114 µM), for inactives: at the highest dose activity change, negative = inhibition, usual class: inhibitors; 3% of 360,000 active; AID 485364, 2010; further: potency means the concentration at half of the fitted maximal effect; nearly all actives have a fitted effect of over 60% in size
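TGR 20 nM + NADPH 100 uM (dispensed conc.), cpd preinc 15 min RT; start with NADPH (500 uM addition) then DTNB (15 mM addition). Kinetic TNB absorbance, 405 nm filter. Four-parameter Hill fit across titration.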
FBPA Giardia inh = qHTS Assay for Inhibitors of Fructose-1,6-bisphosphate Aldolase from Giardia Lamblia; purified Giardia FBPA; A8B2U2; AID 2451, 2010; Potency, µM (highest dose often 59.6 µM), for the others: at the top dose activity, negative = inhibition, usual class: inhibitors; 0.71% of 290,000 active; further: potency means the concentration at half of the fitted maximal effect; nearly all actives have a fitted effect of over 55% in size
Target sequence (A8B2U2 whole entry, looked up): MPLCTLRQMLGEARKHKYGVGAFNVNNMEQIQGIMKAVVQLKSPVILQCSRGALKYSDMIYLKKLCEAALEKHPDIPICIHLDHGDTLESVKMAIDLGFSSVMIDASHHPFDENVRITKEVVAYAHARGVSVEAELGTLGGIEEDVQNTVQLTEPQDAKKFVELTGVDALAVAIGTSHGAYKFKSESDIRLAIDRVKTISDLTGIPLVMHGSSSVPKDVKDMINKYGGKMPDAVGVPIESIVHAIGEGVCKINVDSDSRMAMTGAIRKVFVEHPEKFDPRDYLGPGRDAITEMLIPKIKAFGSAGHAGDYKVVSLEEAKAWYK
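Giardia FBPA (40 nM reagent) was preincubated 10 min at RT with compound (up to 57.5 uM final), then substrate plus GAPDH/TPI/NAD/arsenate coupling system with diaphorase/resazurin was added; resorufin fluorescence (525/598 nm) was read after 20 min.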
AmpC detergent = qHTS Inhibitors of AmpC Beta-Lactamase (assay with detergent); P00811; AmpC hydrolysis of nitrocefin, absorbance 480 nm, 0.01% Triton; Potency, µM (top dose mostly 114 µM), for the others: at the highest dose activity change, negative = inhibition, usual class: inhibitors; 0.041% of 370,000 active;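 further: potency means the concentration at half of the fitted maximal effect; 0% = no-compound wells and -100% = no-enzyme wells; nearly all actives have a fitted effect of over 25% in size; some results filed as inactive show a strong effect at the top dose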
Target sequence (P00811 whole entry, looked up): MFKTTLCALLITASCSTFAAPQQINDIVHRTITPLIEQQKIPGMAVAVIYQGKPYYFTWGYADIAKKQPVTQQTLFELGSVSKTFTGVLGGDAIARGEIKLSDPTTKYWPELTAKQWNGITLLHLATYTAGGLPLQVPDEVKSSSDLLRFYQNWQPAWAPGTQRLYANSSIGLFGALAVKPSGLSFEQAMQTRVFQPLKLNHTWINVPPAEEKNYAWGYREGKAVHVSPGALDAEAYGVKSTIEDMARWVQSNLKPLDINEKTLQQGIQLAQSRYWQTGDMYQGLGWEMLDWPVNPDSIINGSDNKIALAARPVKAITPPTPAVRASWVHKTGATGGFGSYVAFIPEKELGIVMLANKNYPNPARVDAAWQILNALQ
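AmpC (5.3 nM in the dispensed reagent) in 20 mM phosphate pH 7.0 with 0.01% (detergent screen) or 0.0001% Triton X-100 was preincubated with compounds for 15 min at room temperature. Nitrocefin was then added from an 800 uM solution, and hydrolysis was followed at 480 nm.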
HCV inhibitor = qHTS Assay for Inhibitors of Hepatitis C Virus (HCV); 3.4% of 340,000 active; AID 651820, 2012; Huh7.5.1 HCVcc-Cre infection, luciferase reporter, 44 h; Potency, µM (titrated, usually from 41.8 µM), inactives show at the top dose activity change, negative = inhibition, hits mostly inhibitors; further: potency means the concentration at half of the fitted maximal effect
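After 44 h co-culture of compound, cells and HCVcc-Cre (~0.5 moi), substrate is added for 15 min at room temperature and luciferase measured over 15 sec. Cells were seeded at 1,000/well and pre-cultured 4 h.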
AMA1-RON2 inh = qHTS for Inhibitors of AMA1-RON; Towards Development of Antimalarial Drug Lead: Primary Screen. AlphaScreen AMA1-biotinylated RON2 peptide binding. Potency, µM (top dose mostly 58.2 µM), inactives show top-dose activity change, negative = inhibition, usual class: inhibitors. 0.2% of 360,000 active;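 further: potency means the concentration at half of the fitted maximal effect; 0% = vehicle wells and -100% = peptide control; nearly all actives have a fitted effect of over 45% in size; some results filed as inactive show a strong effect at the top dose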
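AMA1 (3D7) with his tag at 25 nM final met compounds first, then biotinylated RON2 peptide at 25 nM; detection used donor plus acceptor beads, 10 µg/mL apiece, read by AlphaScreen after 30 min at room temperature.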
HCMV inh = qHTS Assay for inhibitors of the human cytomegalovirus (HCMV); AID 1259415, 2018; HFF cells, HCMV-luciferase reporter, 72 h; active compounds read low; activity change, negative = inhibition, % at 57.5 µM; 4.5% of 410,000 active; in the data active means activity change below about -60%; inconclusive means no clear call, values can overlap the other calls; inactive means above about -39%
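Luciferase read-out from HCMV-luciferase-infected HFFs (MOI 1 PFU/cell) 72 h post infection at 37C; compounds added after 16 h cell attachment; activity normalized between buffer-only basal and Salinomycin (10uM) inhibitor controls.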
The depositor's hits bear a star; u = inconclusive; x = not tested or not shown; [ ] = remark or other dose. Unless noted, the call rests on the fitted dose curve; in most records, active means well fitted curve in the direction sought with a large enough effect; inconclusive means small, poorly fitted or top-dose-only effect, or another doubt; inactive means no such curve, though single readings can be large; an effect the other way counts as inactive or inconclusive. Unless noted, on the % scale 0 is the no-effect control and ±100 the full control effect.

SMILES	Sm TGR inh	FBPA Giardia inh	AmpC detergent	HCV inhibitor	AMA1-RON2 inh	HCMV inh
CNC(=O)NC(=O)COC(=O)c1ccc(-n2c(C)ccc2C)cc1	-25%	-4%	-6%	12%	7%	-11
COCCNC(=O)c1c[nH]c2ccc(OC)cc2c1=O	0%	-4%	-9%	-4%	8%	77
COc1ccccc1NC(=O)C(=O)NCC(c1ccc2c(c1)OCO2)N1CCN(C)CC1 (stereo unspecified)	0%	x	4%	x	x	-29
COC1=C/C(=C/c2c(N)n3nc(-c4ccc(C)cc4)sc3nc2=O)C=CC1=O	-3%[57.1 µM]	-3%	-5%	8%	63%[activator]	-4
O=c1[nH]c(C2CCN(S(=O)(=O)c3ccccc3F)CC2)nc2c1nnn2Cc1ccc(F)cc1	-9%	-12%	-6%	6%	-7%	-10
COc1ccc(S(=O)(=O)NCc2ccco2)cc1NC(=O)c1ccccc1	u	-3%	2%	-29%	-17%	-1
COc1ccccc1-n1cnnc1SCC(=O)c1cc(C)n(Cc2cccs2)c1C	-19%	5%	-6%	u	-5%	40
C=CCn1c(COc2ccc(OC)cc2)nnc1SC(C)C(=O)NC1CC1 (stereo unspecified)	0%	x	6%	11%	15%	-21
CCOc1ccc(NCc2cccn2-c2nnc(N3CCC(C(=O)NCCOC)CC3)s2)cc1	3%	x	22%	x	x	-35
COc1ccc(OCC(=O)N2CCN(Cc3c[nH]c4ccccc34)CC2)cc1	-6%	-22%	u	-21%	u	-9
C[C@H](CO)N1C[C@H](C)[C@@H](CN(C)CC2CC2)Oc2c(NS(=O)(=O)c3ccc(F)cc3)cccc2C1=O	x	x	x	u	0%	22
O=C(c1cc(F)c(F)cc1Cl)N1CCN(c2ccc([N+](=O)[O-])c3ncccc23)CC1	-3%	-3%	-10%	10%	4%	-4
COc1ccc(CCN2C(=O)CN(C3CCCCCC3)C(=O)C2c2ccc(OC(C)C)c(OC)c2)cc1OC (stereo unspecified)	6%	x	-1%	x	x	-31
CCOc1ccccc1NC(=O)NCc1ccc2c(c1)OCO2	-6%	5%	2%	u	0%	-3
NC12CCc3c(no[n+]3[O-])C1(O)CC(c1ccccc1)=[N+]2[O-] (stereo unspecified)	-3%	-5%	2%	1%	-8%	32
Nc1c(C(=O)CSc2nncn2-c2ccccc2)c(=O)[nH]c(=O)n1C1CC1	-21%	x	7%	5%	0%	11
O=C(COc1cccnc1[N+](=O)[O-])Nc1ccc(S(=O)(=O)N2CCOCC2)cc1	6%	1%	u	15%	-11%	-17
CCCCN1Cc2cc(C(=O)c3cc(OC)ccc3O)cnc2NC1=O	0%	10%	u	0%	-20%	20
O=C(NCc1ccco1)NC1CCCCC1	-6%	3%	2%	0%	-5%	21
CCOC(=O)c1ccc(NS(=O)C23CC4CC(CC(C4)C2)C3)cc1 (stereo unspecified)	14%	11%	1%	u	-4%	-26

Entries of single compounds, quoted from the list. Screens in order: Sm TGR inh, FBPA Giardia inh, AmpC detergent, HCV inhibitor, AMA1-RON2 inh, HCMV inh
O=c1[nH]c(C2CCN(S(=O)(=O)c3ccccc3F)CC2)nc2c1nnn2Cc1ccc(F)cc1 across the screens: -9%, -12%, -6%, 6%, -7%, -10
CCOc1ccc(NCc2cccn2-c2nnc(N3CCC(C(=O)NCCOC)CC3)s2)cc1 across the screens: 3%, x, 22%, x, x, -35

(further entries)
SMILES	Sm TGR inh	FBPA Giardia inh	AmpC detergent	HCV inhibitor	AMA1-RON2 inh	HCMV inh
CC(c1cccs1)N(Cc1ccco1)C(=S)Nc1ccccc1Cl (stereo unspecified)	0%	13%	1%	-9%	-15%	-16
CN1CCCN(C(=O)CC2(CC(=O)O)CCCCC2)CC1	-3%	-8%	u	9%	-5%	-35
N#CCn1c(CCl)nc2ccccc2c1=O	28µM*	-11%	2%	4%	-27%	-34
Cn1c(=O)c2c3c(sc2n2c(SCC(=O)c4ccccc4)nnc12)COC(C)(C)C3	-1%	2%	u	x	x	x
O=C(NC1CCCCC1)C(=O)N(Cc1cccnc1)C(C(=O)NCc1ccco1)c1ccccc1 (stereo unspecified)	-5%	5%	5%	x	x	x
Cc1ccc(NC(=O)CCCNC(=O)c2ccc(Cl)cc2)cc1S(=O)(=O)N1CCOCC1	2%	x	-14%	u	-11%[11.6 µM]	-18
CC(C)(C)N=C(NS(=O)(=O)c1cccs1)c1ccccc1	-14%	2%	0%	12%	-8%	-30
O=C(Oc1ccc(C(=S)N2CCOCC2)cc1)c1ccc(F)cc1	-5%	2%	-2%	26%	14%	52
COc1ccc(CCNc2nc(=S)[nH]c3cc(OC)c(OC)cc23)cc1OC	0%	-11%	1%	u	101%[activator]	u
O=C(N/N=C\c1ccc(-c2ccc([N+](=O)[O-])cc2)o1)c1ccc2c(c1)OCO2	-1%	2%	-10%	-28%	8%	-11
COc1ccc(F)cc1C(=O)C1CCCN(C(=O)c2ccccc2N(C)C)C1 (stereo unspecified)	-10%	7%	u	-18%	0%	0
COc1ccc(/C=C/c2nnc(NC(=O)c3ccco3)s2)cc1	-1%	4%	3%	-26%	22%	106
C=CC[C@@H](CC(=O)N[C@@H](CO)Cc1ccccc1)C(=O)N[C@H](COC(=O)[C@@H](CC=C)Cc1ccc(F)cc1)Cc1ccccc1	x	x	x	19%	1%	15
CN(C(=O)Oc1ccc(C(=O)c2ccc(Cl)cc2)cc1)c1ccccc1	-19%	2%	-8%	7%	1%	-37
O=[N+]([O-])c1cccc(/C=N/Nc2nc(C(Cl)(Cl)Cl)nc3ccccc23)c1	-3%	u	-13%	u	6%	23
O=c1c2ccccc2cnn1Cc1ccc(Cl)c(Cl)c1	1%	-4%	0%	5%	-3%	-28
Cc1ccccc1CSc1nnc2[nH]c(=O)cc(-c3ccccc3)n12	8%	x	-4%	x	x	-32
COc1ccc(/C=C/C(=O)Nc2nc3n(n2)C(c2ccc(F)cc2)C=C(c2ccccc2)N3)cc1 (stereo unspecified)	-7%	x	-3%	x	x	-20
Cc1cccc(-n2c(N)cc(=O)[nH]c2=S)c1	3%	-8%	u	0%	1%	17
CC(C)c1ccc(NC(=O)COC(=O)C2CC3C=CC2C3)cc1 (stereo unspecified)	x	x	x	-4%	27%	-6

Of the compounds above, 4 have a thiophene ring, fused or not.
SMILES	Sm TGR inh	FBPA Giardia inh	AmpC detergent	HCV inhibitor	AMA1-RON2 inh	HCMV inh
COc1ccccc1-n1cnnc1SCC(=O)c1cc(C)n(Cc2cccs2)c1C	-19%	5%	-6%	u	-5%	40
CC(c1cccs1)N(Cc1ccco1)C(=S)Nc1ccccc1Cl (stereo unspecified)	0%	13%	1%	-9%	-15%	-16
Cn1c(=O)c2c3c(sc2n2c(SCC(=O)c4ccccc4)nnc12)COC(C)(C)C3	-1%	2%	u	x	x	x
CC(C)(C)N=C(NS(=O)(=O)c1cccs1)c1ccccc1	-14%	2%	0%	12%	-8%	-30

The results go on:
SMILES	Sm TGR inh	FBPA Giardia inh	AmpC detergent	HCV inhibitor	AMA1-RON2 inh	HCMV inh
COc1ccc(C(=O)N/N=C/c2ccc(N3CCOCC3)s2)cc1OC	-29%	x	-7%	8%	113%[activator]	-6
O=C(c1cccs1)N1CCCC(c2nc3c(nnn3Cc3c(Cl)cccc3Cl)c(=O)[nH]2)C1 (stereo unspecified)	2%	x	-1%	-13%	7%	-30
Cc1ccc(OCC(=O)OC(C)CN2CCCCC2)cc1 (stereo unspecified)	0%	u	-8%	10%	-1%	8
COc1ccc([C@H]2CC(=O)C=C(c3cccc(OC)c3OC)C2)cc1OC	-24%	x	-3%	u	-17%	-24
O=c1c2c(-c3ccco3)csc2nc(SCc2cn3cccnc3n2)n1-c1ccccc1	u	-7%	u	-27%	16µM*	48
Cc1cc(-n2c(C)cc(C(=O)CSc3nnc4sc5ccccc5n34)c2C)no1	-22%	-5%	u	-13%	9%	-2
O=C(NCC1CCCO1)c1ccc2c(=O)n(Cc3ccco3)c(SCC(=O)N3CCCC3)nc2c1 (stereo unspecified)	-2%	3%	-3%	u	4%	-13
O=c1oc2ccccc2c(N2CCN(c3ccc(F)cc3)CC2)c1CN1CCCC1	10%	x	15%	x	x	-20
Cc1c(C(=O)OC2CCCCC2)sc2nc[nH]c(=O)c12	-8%	0%	-1%	1%	2%	0
CCOC1CS(=O)(=O)CC1OCC (stereo unspecified)	7%	1%	2%	14%	33%[activator]	107
O=C(CSc1ccccc1C(=O)N1CCCCC1)NCC1CCCCC1	6%	8%	5%	21%	73%[activator]	x
CCC(C)(C)NC(=O)Nc1cc(Cl)ccc1OC	11%	-2%	-9%	u	-17%	-61*
CCOc1ccc(CC(=O)Nc2nnc3n2CCS3)cc1	9%	x	-6%	x	x	-61*
CCC(=O)c1ccc(OCC(O)CN(CCc2ccccc2)Cc2ccccc2)cc1 (stereo unspecified)	18%	x	u	u	10%	-39
O=C(O)CN1C(=O)NC2(CCOc3ccccc32)C1=O (stereo unspecified)	25%	9%	-2%	3%	-5%	-17
COc1ccc(NC(=O)C2COc3ccccc3O2)cc1S(=O)(=O)N1CCOCC1 (stereo unspecified)	5%	x	1%	u	-4%	-26
COC(=O)c1ccc(N2C(=O)CC(NCc3ccccc3)C2=O)cc1 (stereo unspecified)	-29%	-1%	-15%	-11%	39%[activator]	-22
O=c1[nH]nc(SCCS(=O)(=O)c2ccc(F)cc2)n1-c1ccccc1C(F)(F)F	-1%	2%	3%	-18%	-1%	3
NC(=O)CC(NC(=O)Cc1cccc2ccccc12)c1ccc(N2CCN(c3ccccc3)CC2)c([N+](=O)[O-])c1 (stereo unspecified)	0%	-2%	10%	-13%	-24%	-35
CCOC(=O)C(=CNc1ccc2c(c1)CCN2C(C)=O)C(=O)OCC	5%	-1%	-6%	u	11%	8
COc1ccc(Cl)cc1NC(=O)N1CCN(c2ccccc2OC)CC1	2%	-1%	-7%	-13%	-10%	-33
CC(=O)OCCN(CCCn1c(-c2ccncc2)nc2ccccc21)c1nc(CN2CCCCC2)cs1	2%	u	-7%	2.5µM*	2%	28
CN(C)CCNC(=O)c1ccc(Cn2c(SCc3ccc(F)cc3)nc3cccnc32)cc1	-22%	x	14%	x	x	55
COc1ccccc1N1CCN(C(=O)C(=O)c2c(C)n(C)c3ccccc23)CC1	3%	-6%	-7%	0%	9%	-16
CCOc1cccc(=NC2CCCCC2)c2c(C)[nH]c(C)c12	-21%	-12%	3%	u	-18%	-110*
COC(=O)c1cn(C(=O)c2ccc(F)cc2)c2ccccc12	5%	-1%	4%	4%	2%	-1
COc1ccc(CN2CCC(n3nccc3NC(=O)CCc3ccccc3)CC2)c(C)c1C	0%	11%	u	8%	4%	-10
CSc1ccc(C(C(C(=O)c2cccs2)N2CCOCC2)N2CCOCC2)cc1 (stereo unspecified)	u	-1%	u	14%	-6%	12
NNC(=O)CNC(c1ccccc1)c1cc(Br)ccc1NC(=O)c1ccc(Br)cc1 (stereo unspecified)	2%	-3%	3%	u	7%	-31
